Bim-Bcl-2 = inhibitors of Bim-Bcl-2 interaction, human. P10415. Bead-based flow cytometry, Bim peptide-Bcl-2 binding. inhibition, % at 10 µM. actives 0.06% (n = 190,000); in the data active = inhibition above about 40%;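 note: 0% = no compound wells with probe peptide and 100% = reference peptide inhibitor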
Avidin fluor = avidin bead compound fluorescence profile; fluorescence (KMESF) at 10 µM; Avidin beads, compound fluorescence 488/530 nm, flow cytometry; hits give high values; actives 0.38% (n = 220,000); in the data active = fluorescence above about 47; note: inactives centre near 10
ABCB1 inh = blocks JC-1 efflux by human ABCB1 transporter | P08183 | CCRF-Adr cells, flow cytometry | inhibition, % at 6.6 µM | actives 0.067% (n = 190,000) | AID 1326; in the data active = inhibition above about 40%;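 note: 0% = vehicle and 100% = reference inhibitor; higher value means more JC-1 retained so stronger ABCB1 efflux block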
ABCG2 inh = inhibitors of human ABCG2 transporter, ABCB1 counter-screen; IgMXP3 cells, JC-1 efflux, flow cytometry; actives 0.1% (n = 190,000); inhibition, % at 6.6 µM;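 active = inhibition above 80%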;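 note: 0% = DMSO and 100% = nicardipine control wells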
Target sequence (Q9UNQ0 whole entry, looked up): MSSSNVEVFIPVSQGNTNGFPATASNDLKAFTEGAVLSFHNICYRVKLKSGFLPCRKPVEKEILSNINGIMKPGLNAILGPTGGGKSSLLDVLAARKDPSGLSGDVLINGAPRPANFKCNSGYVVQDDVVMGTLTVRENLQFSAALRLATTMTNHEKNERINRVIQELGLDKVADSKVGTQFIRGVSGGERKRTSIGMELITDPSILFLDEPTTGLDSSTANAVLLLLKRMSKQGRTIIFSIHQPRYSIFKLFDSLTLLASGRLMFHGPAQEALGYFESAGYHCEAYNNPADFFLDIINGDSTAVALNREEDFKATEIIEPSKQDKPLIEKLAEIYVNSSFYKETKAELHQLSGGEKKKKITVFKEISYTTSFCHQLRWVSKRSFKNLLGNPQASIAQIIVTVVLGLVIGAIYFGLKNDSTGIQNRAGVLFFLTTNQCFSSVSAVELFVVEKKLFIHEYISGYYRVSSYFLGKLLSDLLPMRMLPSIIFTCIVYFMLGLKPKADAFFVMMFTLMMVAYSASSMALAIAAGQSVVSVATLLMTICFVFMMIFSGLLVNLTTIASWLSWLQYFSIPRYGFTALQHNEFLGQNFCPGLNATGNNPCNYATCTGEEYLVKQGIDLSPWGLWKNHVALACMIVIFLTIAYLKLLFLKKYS
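System: two drug-resistant human cell lines, ABCG2 and ABCB1; controls: nicardipine high and DMSO low controls; times: 10 min exposure at 25 °C with rotation, no wash; detection: flow cytometry of retained JC-1 fluorescence; read-out basis: percent efflux inhibition, scaled nicardipine 100% to DMSO 0%; doses: one concentration, 6.6 µM final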
Bcl-B Bim block = disrupts Bim peptide binding to human Bcl-B. inhibition, % at 10 µM. AID 951. bead-based flow cytometry. actives 0.073% (n = 190,000);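 note: 0% = tracer peptide without compound and 100% = reference inhibitor peptide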
RGS7-Gao reg = human RGS7-Galphao interaction regulation | AID 1439 | binding response (% of control), % at 10 µM | actives 0.35% (n = 220,000) | P09471 | Multiplexed bead flow cytometry, RGS7-Galphao binding; actives lie on both sides; in the data active = binding response below about 49% or above about 150%;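 note: fluorescent Galphao held in activated GDP-AlF4 state binding bead-coupled RGS7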
Target sequence (P09471 whole entry, looked up): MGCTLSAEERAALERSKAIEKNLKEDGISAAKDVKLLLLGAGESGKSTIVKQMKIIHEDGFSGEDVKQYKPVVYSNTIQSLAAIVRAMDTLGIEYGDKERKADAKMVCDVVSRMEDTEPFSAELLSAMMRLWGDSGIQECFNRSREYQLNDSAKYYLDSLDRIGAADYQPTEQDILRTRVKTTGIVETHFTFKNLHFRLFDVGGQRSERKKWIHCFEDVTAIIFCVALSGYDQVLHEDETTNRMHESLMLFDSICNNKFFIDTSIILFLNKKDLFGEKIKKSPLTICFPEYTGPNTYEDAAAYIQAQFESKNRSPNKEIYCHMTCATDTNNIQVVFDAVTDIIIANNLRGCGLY
RGS4-Gao reg = modulates binding of RGS4 to human Galphao; P09471; Multiplexed bead flow cytometry; actives lie on both sides; binding response (% of control), % at 10 µM; actives 0.33% (n = 220,000); in the data active = binding response below about 49% or above about 150%; inactive = in between;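 note: fluorescent Galphao activated with aluminum fluoride binding bead-coupled RGS4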
Bim-Bcl-W = disrupts Bim peptide binding to human Bcl-W | inhibition, % at 10 µM | actives 0.02% (n = 190,000) | AID 952 | Q92843 | bead-based flow cytometry;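 note: 0% = bound tracer without compound and 100% = peptide blocker; higher means less fluorescent Bim peptide bound to Bcl-W beads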
Bim-Bfl-1 = inhibitors of Bim-Bfl-1 interaction, human; Q16548; Bead-based flow cytometry, Bim-Bfl-1 binding inhibition; inhibition, % at 10 µM; actives 0.12% (n = 190,000); AID 1008;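 note: 0% = wells without compound plus tracer and 100% = blocker peptide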
Bim-Bcl-XL = inhibitors of Bim-Bcl-XL interaction, human; Bim peptide-Bcl-XL binding, bead flow cytometry, fluorescence; inhibition, % at 10 µM; actives 0.04% (n = 190,000)
GSH fluor = GSH bead compound fluorescence profile; GSH beads flow cytometry, compound fluorescence 488/530 nm; hits give high values; fluorescence (KMESF) at 10 µM; actives 0.25% (n = 190,000); AID 1776; in the data active = fluorescence above about 89;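 note: glutathione beads carrying GST-tagged Bcl family fusion proteins plus one bare bead set; values are compound well signal with DMSO vehicle wells as background; inactives centre near 16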
The depositor's hits bear a star. Cut-off read from the data, not from the text of the source, unless noted: active = inhibition above about 40%. No enrichment for hits; about 1.3% have a hit in one of these screens.

What do the screens show for `Cn1cccc1Cc1nnc(SCC(=O)Nc2ccccc2F)n1-c1ccc(F)cc1`?
Bim-Bcl-2: -10; Avidin fluor: 8; ABCB1 inh: -2.8; ABCG2 inh: -3; Bcl-B Bim block: -3; RGS7-Gao reg: 107; RGS4-Gao reg: 104; Bim-Bcl-W: 3; Bim-Bfl-1: -12; Bim-Bcl-XL: 0; GSH fluor: 24

What do the screens show for `COc1ccc(NC(=S)N/C(=N/CS(=O)(=O)c2ccccc2)c2ccccc2)cc1`?
Bim-Bcl-2: 0; Avidin fluor: 21; ABCB1 inh: 0.2; ABCG2 inh: 3; Bcl-B Bim block: -11; RGS7-Gao reg: 96; RGS4-Gao reg: 97; Bim-Bcl-W: -4; Bim-Bfl-1: 3; Bim-Bcl-XL: -8; GSH fluor: 12

Results for N#Cc1ccccc1NCc1ccccc1 ?
Bim-Bcl-2: -2; Avidin fluor: 30; ABCB1 inh: 0.5; ABCG2 inh: 5; Bcl-B Bim block: -4; RGS7-Gao reg: 101; RGS4-Gao reg: 99; Bim-Bcl-W: 0; Bim-Bfl-1: 2; Bim-Bcl-XL: -2; GSH fluor: 25

How did O=C(CSc1nc2ccccc2[nH]1)NCc1ccc(F)cc1 do in these assays?
Bim-Bcl-2: -3; Avidin fluor: 7; ABCB1 inh: 0.6; ABCG2 inh: 0; Bcl-B Bim block: -2; RGS7-Gao reg: 102; RGS4-Gao reg: 101; Bim-Bcl-W: 0; Bim-Bfl-1: -5; Bim-Bcl-XL: -1; GSH fluor: 15

What do the screens show for `COc1ccccc1NS(=O)(=O)c1cccc(C(=O)N/N=C(\C)c2ccc3c(c2)OCCO3)c1`?
Bim-Bcl-2: -7; Avidin fluor: 16; ABCB1 inh: -0.1; ABCG2 inh: -1; Bcl-B Bim block: -9; RGS7-Gao reg: 103; RGS4-Gao reg: 101; Bim-Bcl-W: -3; Bim-Bfl-1: -15; Bim-Bcl-XL: -10; GSH fluor: 11

How did CCc1ccc(N(C(=O)Cc2cccs2)C(C(=O)NC2CCCCC2)c2cn(C)nc2C)cc1 (stereo unspecified) do in these assays?
Bim-Bcl-2: -2; Avidin fluor: 8; ABCB1 inh: 3.3; ABCG2 inh: 3; Bcl-B Bim block: -1; RGS7-Gao reg: 101; RGS4-Gao reg: 99; Bim-Bcl-W: -1; Bim-Bfl-1: 0; Bim-Bcl-XL: 1; GSH fluor: 14

What do the screens show for `O=C(COC(=O)c1ccc(F)cc1F)NC1CC1`?
Bim-Bcl-2: -5; Avidin fluor: 21; ABCB1 inh: 0.2; ABCG2 inh: 0; Bcl-B Bim block: -8; RGS7-Gao reg: 111; RGS4-Gao reg: 111; Bim-Bcl-W: -2; Bim-Bfl-1: -9; Bim-Bcl-XL: -3; GSH fluor: 15

What do the screens show for `COc1ccc(-c2cc3nc[nH]c(=O)c3s2)cc1`?
Bim-Bcl-2: -4; Avidin fluor: 11; ABCB1 inh: -0.2; ABCG2 inh: 0; Bcl-B Bim block: -4; RGS7-Gao reg: 99; RGS4-Gao reg: 101; Bim-Bcl-W: 0; Bim-Bfl-1: -9; Bim-Bcl-XL: -5; GSH fluor: 6

How did CCCCN(C(=N)N1CCCCC1)c1nc(C)c([N+](=O)[O-])c(=O)[nH]1 do in these assays?
Bim-Bcl-2: -10; Avidin fluor: 6; ABCB1 inh: 0.3; ABCG2 inh: 0; Bcl-B Bim block: -12; RGS7-Gao reg: 99; RGS4-Gao reg: 96; Bim-Bcl-W: -4; Bim-Bfl-1: -18; Bim-Bcl-XL: -9; GSH fluor: 10

How did Cn1c(=O)[nH]c(=O)c2c1nc(N1CCCCC1)n2CCOc1ccccc1 do in these assays?
Bim-Bcl-2: 4; Avidin fluor: 6; ABCB1 inh: 5.5; ABCG2 inh: 20; Bcl-B Bim block: -1; RGS7-Gao reg: 94; RGS4-Gao reg: 94; Bim-Bcl-W: -1; Bim-Bfl-1: 1; Bim-Bcl-XL: -2; GSH fluor: 52

Results for N/C(=N\OC(=O)Cc1ccccc1)c1ccccc1Cl ?
Bim-Bcl-2: -1; Avidin fluor: 10; ABCB1 inh: -0.1; ABCG2 inh: 2; Bcl-B Bim block: -3; RGS7-Gao reg: 105; RGS4-Gao reg: 108; Bim-Bcl-W: -2; Bim-Bfl-1: -3; Bim-Bcl-XL: -2; GSH fluor: 12

Results for CCNC(=O)c1sc(=S)n(-c2ccc(C)cc2)c1N ?
Bim-Bcl-2: -17; Avidin fluor: 9; ABCB1 inh: -0.1; ABCG2 inh: 4; Bcl-B Bim block: -39; RGS7-Gao reg: 103; RGS4-Gao reg: 108; Bim-Bcl-W: 2; Bim-Bfl-1: -2; Bim-Bcl-XL: -7; GSH fluor: 33

What do the screens show for `C(=N\Nc1nc2ccccc2[nH]1)/C1CCCCC1`?
Bim-Bcl-2: 4; Avidin fluor: 27; ABCB1 inh: 0.2; ABCG2 inh: 1; Bcl-B Bim block: -5; RGS7-Gao reg: 106; RGS4-Gao reg: 105; Bim-Bcl-W: 4; Bim-Bfl-1: 1; Bim-Bcl-XL: -2; GSH fluor: 22

Results for CCCCC1=NN2C(=N)CC(=O)N=C2S1 ?
Bim-Bcl-2: -3; Avidin fluor: 2; ABCB1 inh: -0.3; ABCG2 inh: -1; Bcl-B Bim block: -4; RGS7-Gao reg: 97; RGS4-Gao reg: 98; Bim-Bcl-W: 2; Bim-Bfl-1: -3; Bim-Bcl-XL: -2; GSH fluor: 21

What do the screens show for `Cc1cc(Nc2ccc3c(c2)OCCO3)c2ccccc2n1`?
Bim-Bcl-2: -7; Avidin fluor: 15; ABCB1 inh: 0.1; ABCG2 inh: 15; Bcl-B Bim block: -6; RGS7-Gao reg: 103; RGS4-Gao reg: 102; Bim-Bcl-W: -6; Bim-Bfl-1: -1; Bim-Bcl-XL: -6; GSH fluor: 8

What do the screens show for `CCN(CC)S(=O)(=O)c1ccc(N2C(=O)CC2(/C=C/c2ccccc2)C(=O)NC2CCCC2)cc1` (stereo unspecified)?
Bim-Bcl-2: 1; Avidin fluor: 3; ABCB1 inh: 0.1; ABCG2 inh: 0; Bcl-B Bim block: -3; RGS7-Gao reg: 99; RGS4-Gao reg: 102; Bim-Bcl-W: 0; Bim-Bfl-1: 0; Bim-Bcl-XL: -3; GSH fluor: 9

Results for COc1cc(CNc2nc3ccccc3[nH]2)cc(OC)c1OC ?
Bim-Bcl-2: -2; ABCB1 inh: -0.4; ABCG2 inh: 0; Bcl-B Bim block: -3; Bim-Bcl-W: -2; Bim-Bfl-1: -3; Bim-Bcl-XL: 1; GSH fluor: 17

What do the screens show for `COc1ccc(/C=C(/NC(=O)/C=C/c2ccccc2)C(=O)O)cc1`?
Bim-Bcl-2: 2; Avidin fluor: 14; ABCB1 inh: 0.2; ABCG2 inh: 5; Bcl-B Bim block: 1; RGS7-Gao reg: 98; RGS4-Gao reg: 104; Bim-Bcl-W: -1; Bim-Bfl-1: 2; Bim-Bcl-XL: 0; GSH fluor: 10

Results for Nc1nnnn1/N=C\c1ccc(Cl)c([N+](=O)[O-])c1 ?
Bim-Bcl-2: -4; Avidin fluor: 24; ABCB1 inh: 0.3; ABCG2 inh: 3; Bcl-B Bim block: -5; RGS7-Gao reg: 103; RGS4-Gao reg: 104; Bim-Bcl-W: -1; Bim-Bfl-1: -4; Bim-Bcl-XL: -1; GSH fluor: 22

Results for C[C@H](NC(=O)Nc1cccc(C(F)(F)F)c1)C(=O)O ?
Bim-Bcl-2: 5; Avidin fluor: 4; ABCB1 inh: 0.3; ABCG2 inh: 0; Bcl-B Bim block: -6; RGS7-Gao reg: 101; RGS4-Gao reg: 99; Bim-Bcl-W: -5; Bim-Bfl-1: 1; Bim-Bcl-XL: -8; GSH fluor: 17

Results for N#C/C(=C\c1cc2ccccc2nc1N1CCCCC1)C(N)=O ?
Avidin fluor: 7; ABCB1 inh: 1.6; ABCG2 inh: 37; RGS7-Gao reg: 98; RGS4-Gao reg: 97

Results for COc1ccc(-c2nn(-c3ccccc3)cc2/C=C/C(=O)N2CCN(c3ccccn3)CC2)cc1 ?
Bim-Bcl-2: 0; Avidin fluor: 5; ABCB1 inh: 48*; ABCG2 inh: 33; Bcl-B Bim block: -1; RGS7-Gao reg: 98; RGS4-Gao reg: 99; Bim-Bcl-W: 0; Bim-Bfl-1: 2; Bim-Bcl-XL: -1; GSH fluor: 13

What do the screens show for `O=C(COC(=O)c1cc(-c2ccc(F)cc2)nc2ccccc12)NCC1CCCO1` (stereo unspecified)?
Bim-Bcl-2: 1; Avidin fluor: 43; ABCB1 inh: 1.9; ABCG2 inh: 11; Bcl-B Bim block: -3; RGS7-Gao reg: 107; RGS4-Gao reg: 105; Bim-Bcl-W: 1; Bim-Bfl-1: 0; Bim-Bcl-XL: 0; GSH fluor: 23

How did Cc1ccc(S(=O)(=O)N2Cc3ccccc3CC2C(=O)Nc2cc(C)on2)cc1 (stereo unspecified) do in these assays?
Bim-Bcl-2: -7; Avidin fluor: 12; ABCB1 inh: 1.5; ABCG2 inh: 4; Bcl-B Bim block: -7; RGS7-Gao reg: 101; RGS4-Gao reg: 104; Bim-Bcl-W: 6; Bim-Bfl-1: -10; Bim-Bcl-XL: 1; GSH fluor: 52

Results for Cc1ccc(NC(=S)NC(NC(=O)c2ccccc2C)C(Cl)(Cl)Cl)c(C)c1 (stereo unspecified) ?
Bim-Bcl-2: 2; Avidin fluor: 20; ABCB1 inh: 0.1; ABCG2 inh: 0; Bcl-B Bim block: -15; RGS7-Gao reg: 105; RGS4-Gao reg: 104; Bim-Bcl-W: -3; Bim-Bfl-1: 5; Bim-Bcl-XL: -1; GSH fluor: 28

How did C[C@]12CC[C@@H]3c4ccc(O)cc4CC[C@H]3[C@@H]1CC[C@@H]2O do in these assays?
Bim-Bcl-2: 4; Avidin fluor: 9; ABCB1 inh: 0.3; ABCG2 inh: 8; Bcl-B Bim block: -7; RGS7-Gao reg: 99; RGS4-Gao reg: 103; Bim-Bcl-W: 0; Bim-Bfl-1: 2; Bim-Bcl-XL: -1; GSH fluor: 19

How did CCc1ccccc1NC(=O)c1cc2ncc(Br)cn2n1 do in these assays?
Bim-Bcl-2: -9; Avidin fluor: 9; ABCB1 inh: -0.2; ABCG2 inh: 0; Bcl-B Bim block: -4; RGS7-Gao reg: 102; RGS4-Gao reg: 102; Bim-Bcl-W: 0; Bim-Bfl-1: -7; Bim-Bcl-XL: -5; GSH fluor: 7

What do the screens show for `Cn1c(SCC(=O)NCc2ccco2)nnc1-c1cccs1`?
Bim-Bcl-2: -1; Avidin fluor: 9; ABCB1 inh: 0.9; ABCG2 inh: 4; Bcl-B Bim block: -2; RGS7-Gao reg: 103; RGS4-Gao reg: 96; Bim-Bcl-W: 0; Bim-Bfl-1: 0; Bim-Bcl-XL: -1; GSH fluor: 17
